# SKN-1 block: C. elegans SKN-1 inhibition; hit rate 0.49% among 360,000; inhibition, % at 21.8 µM; C. elegans VP596 Pgst-4::GFP/RFP ratio, acrylamide-induced, 24 h;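 active = interference check ratio from 0.5 to 1.5 plus GFP to RFP signal ratio inhibition reaching or exceeding a fixed threshold, cut at about 30% in these data, passing the limit was not always enough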; also: some compounds called inactive have numbers as strong as hits
# MT1-MMP act inh: MT1-MMP (human) activation inhibition | P50281 | HT1080 RFP-PRO-GFP cells, GFP/RFP ratio fluorescence, overnight; percent of plate control window, DMSO zero | GFP/RFP ratio change, % at 20 µM | hit rate 0.061% among 360,000;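 active = GFP/RFP ratio change of at least 30% with cell ATP level not reduced by more than half and red fluorescence within 50% of control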; also: strong numbers were not always called active
#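 Test system: HT1080 RFP-PRO-GFP cells; Benchmarks: DMSO and RFP-L50D-GFP cell wells; Timing: cells overnight before dosing, compound overnight, 37 °C, 5% CO2; Compound: one 20 µM compound dose with 1% DMSO; Read-out: GFP/RFP fluorescence ratio.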
# Rpn11 inh: blocks the human proteasome subunit Rpn11 | calls only at 20 µM | O00487 | hit rate 0.59% among 360,000 | human 26S proteasome, Ub4-pepOG fluorescence polarization; 20S core pre-blocked with epoxomicin;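 active = inhibition at 20 µM, scaled to each plate's controls, above about 33%, limit read from the data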
# NadD block: blocks S. aureus nicotinate mononucleotide adenylyltransferase; purified NadD enzyme, colorimetric absorbance read-out; hit rate 0.78% among 360,000; AID 602399; inhibition, % at 20 µM; in the data active = inhibition above about 26%; also: some compounds past the cut are filed as inactive
# STEP inh: blocks human striatal-enriched tyrosine phosphatase | recombinant STEP, OMFP fluorogenic substrate, fluorescence | inhibition, % at 20 µM | AID 588621 | hit rate 0.25% among 360,000 | P54829;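 active = inhibition at 20 µM, scaled per plate between control wells, above about 37%, limit read from the data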;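 also: 0% = DMSO with enzyme and substrate and 100% = substrate only without enzyme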
#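 Material: STEP (striatal-enriched tyrosine phosphatase) enzyme, cell-free | Medium: 50 mM Bis-Tris pH 6.0 with 2.5 mM DTT and 0.005% Tween 20 | Read-out: Percent inhibition scaled to no-enzyme and uninhibited-enzyme controls, plate-pattern corrected | Signal: Fluorescence read at 480 nm ex / 540 nm em | Times: 20 min reaction, room temperature, in the dark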
# Scp1 inh: Scp-1 (human) phosphatase inhibition. Q9GZU7. Recombinant Scp1, phosphopeptide, malachite green phosphate absorbance. inhibition, % at 20 µM. hit rate 0.88% among 340,000;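 active = inhibition above about 50% at 20 µM, limit read from the data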;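 also: plate controls were DMSO wells with enzyme for no effect and wells lacking enzyme for full effect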
#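 System: SCP-1 catalytic domain; Reagent: Phospho 17-mer peptide substrate; Doses: one concentration, 20 µM, with 1.0% DMSO; Incubation: 45 min room-temperature reaction, 5 min colour, 30 min stabiliser; Signal: Phosphate-binding colour reagent, absorbance read at 630 nm.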
# NRP1-CendR mod: alters CendR peptide binding to human NRP-1 | O14786 | FAM-RPARPAR peptide binding to NRP-1, fluorescence polarization | inhibition, % at 25 µM | hit rate 0.85% among 360,000;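 active = inhibition or corrected inhibition above about 18%, plus a signal ratio from 0.5 to 1.5, limit read from the data, passing the limit was not always enough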; also: strong numbers were not always called active
# DNMT1 block: inhibitors of human DNMT1; P26358; DNMT1 molecular beacon, Hinp1I cleavage, fluorescence; inhibition (reported as % activation of signal), % at 10 µM; hit rate 0.83% among 360,000; AID 588458; in the data active = inhibition above about 50%
# Target sequence (P26358 504-1616 limits assumed): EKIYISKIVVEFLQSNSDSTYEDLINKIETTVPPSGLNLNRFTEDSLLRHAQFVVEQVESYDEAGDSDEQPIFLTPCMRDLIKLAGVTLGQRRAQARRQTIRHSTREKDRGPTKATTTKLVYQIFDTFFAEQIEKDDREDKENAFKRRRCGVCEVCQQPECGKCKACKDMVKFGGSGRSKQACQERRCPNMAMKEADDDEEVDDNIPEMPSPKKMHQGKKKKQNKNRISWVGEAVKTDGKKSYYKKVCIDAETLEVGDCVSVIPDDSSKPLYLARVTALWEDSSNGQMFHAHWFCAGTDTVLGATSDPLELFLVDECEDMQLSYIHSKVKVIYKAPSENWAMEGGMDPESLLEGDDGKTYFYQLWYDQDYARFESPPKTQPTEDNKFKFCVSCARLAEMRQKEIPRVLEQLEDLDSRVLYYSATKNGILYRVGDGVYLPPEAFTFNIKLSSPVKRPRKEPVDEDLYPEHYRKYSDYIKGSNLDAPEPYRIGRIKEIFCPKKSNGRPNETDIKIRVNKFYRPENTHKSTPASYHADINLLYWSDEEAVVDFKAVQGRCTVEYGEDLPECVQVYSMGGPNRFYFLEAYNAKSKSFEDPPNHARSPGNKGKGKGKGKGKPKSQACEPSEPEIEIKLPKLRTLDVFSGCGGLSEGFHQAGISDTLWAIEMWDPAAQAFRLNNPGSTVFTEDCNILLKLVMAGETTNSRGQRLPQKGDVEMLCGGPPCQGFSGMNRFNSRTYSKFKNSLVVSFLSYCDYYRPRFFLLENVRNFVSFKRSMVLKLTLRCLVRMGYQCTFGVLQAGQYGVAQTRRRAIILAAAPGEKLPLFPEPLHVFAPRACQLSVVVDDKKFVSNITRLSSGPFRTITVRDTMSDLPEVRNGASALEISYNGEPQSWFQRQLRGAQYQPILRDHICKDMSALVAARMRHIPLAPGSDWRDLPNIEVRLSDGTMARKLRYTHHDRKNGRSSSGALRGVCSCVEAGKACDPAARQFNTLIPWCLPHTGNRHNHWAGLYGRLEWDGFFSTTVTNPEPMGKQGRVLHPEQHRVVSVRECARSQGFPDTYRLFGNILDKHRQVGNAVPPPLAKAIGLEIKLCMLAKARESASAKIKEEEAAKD
# SUMO1-SIM PPI: modulators of human SUMO1-mediated protein-protein interactions. hit rate 0.33% among 360,000. AID 602429. P63165. inhibition, % at 20 µM. SUMO1 binding to a labelled peptide, TR-FRET, 1 h; in the data active = inhibition above about 37%
# LMPTP block: LMPTP (human) inhibition. P24666. hit rate 0.22% among 360,000. inhibition, % at 20 µM. recombinant LMPTP-A, OMFP fluorogenic substrate, fluorescence intensity;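 active = compounds that cut the enzyme signal by at least half of the control window in the single-dose screen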;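 also: plate controls were DMSO wells with enzyme plus substrate for no effect and substrate without enzyme for full effect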
#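 Test system: LMPTP-A phosphatase enzyme. Amount: LMPTP-A at 0.625 nM final in the reaction. Reagent: OMFP substrate, 400 µM final. Times: 50 min at room temperature. Signal: endpoint fluorescence intensity from OMFP dephosphorylation. Read-out basis: % inhibition. Benchmarks: no-enzyme and uninhibited controls.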
# An asterisk follows results filed as active; i = inactive; . = not tested or not shown.
# Each structure is followed by: SKN-1 block, MT1-MMP act inh, Rpn11 inh, NadD block, STEP inh, Scp1 inh, NRP1-CendR mod, DNMT1 block, SUMO1-SIM PPI, LMPTP block
> O=C(Nc1cccnc1)C1Cc2c(-c3ccco3)ccnc2O1 (stereo not drawn)
    1, 5, i, -4, 0, ., -2, 5, 0, 1.4
> CCC(Sc1ccccn1)C(=O)Nc1nnc(C)s1 (stereo not drawn)
    -20, -1, i, 2, -5, 5, -7, 0, 1, 0.9
> CC(=O)Nc1cccc(-c2nnc(SCc3ccccc3C#N)n2C)c1
    5, 2, i, -5, 5, -14, 9, 6, -3, -1.2
> CC(C)(C)c1ccc(C(=O)C2CCCN(C(=O)CN3CCCC3=O)C2)cc1 (stereo not drawn)
    1, 1, i, 2, -2, 1, -3, 0, 0, -1.5
> O=c1cc(Nc2ccc3c(c2)OCCO3)[nH]c(=O)n1C1CCCCC1
    4, -8, i, -1, -1, 0, -3, 1, -2, 0.0
> Cc1ccc(C2(C)NC(=O)N(CC(=O)NCCC3=CCCCC3)C2=O)cc1 (stereo not drawn)
    9, -1, i, 5, 0, -14, 1, -3, 0, -0.6
> Cc1nc2ccc(NC(=O)c3cc([N+](=O)[O-])cc([N+](=O)[O-])c3Cl)cc2s1
    5, 5, i, 34*, 0, -2, -10, -13, 2, 1.0
> CC(=O)NNc1ncnc2c1cnn2-c1ccccc1
    20, -3, i, 2, 3, 1, 6, 4, -1, -1.0
> COc1ccc(C(=O)N2CCN(c3cccc(C)c3C)CC2)cc1S(=O)(=O)NC1CC1
    6, -2, i, 1, 3, -3, 3, -2, -2, -2.9
> O=C(COc1ccccc1C(=O)NCc1ccccc1)Nc1ccccc1
    17, -3, i, -4, -2, -7, 3, -4, -1, 1.1
> COc1cccc(CN(C)Cc2nc(Cc3ccccc3Cl)no2)c1
    10, 1, i, 0, -2, 0, 6, 5, -5, 1.2
> CCN(CC)C(=O)N1CCc2ccccc21
    0, 0, i, -4, -1, -1, 3, -11, -1, -2.2
> Cc1ccc(NC(=O)CCN2C(=O)c3ccccc3C2=O)cc1C
    5, 1, i, -6, 0, -10, 16, -1, -5, 0.1
> CC1CCN(C(=O)c2cc3ccccc3c(=O)o2)CC1
    2, -2, i, 1, -1, -11, -5, 4, 3, -1.9
> COc1cccc(/C(O)=C/C(=O)C(=O)Nc2ccc(S(=O)(=O)NC(C)=O)cc2)c1
    -4, 3, i, -2, 6, -3, -6, 8, -1, 1.6
> O=C(CSc1nnc(NCc2ccccc2)s1)NC1CCS(=O)(=O)C1 (stereo not drawn)
    -2, 2, i, 0, -3, -11, -12, 0, -2, 0.1
> CCOc1ccc(-c2cc3cc(OC)c(OC)cc3c(C)n2)cc1
    -3, 6, i, -3, 3, 7, 11, -1, 0, 6.2
> COCCCNS(=O)(=O)c1cc2c3c(c1)C(C)C(=O)N3CCC2 (stereo not drawn)
    -3, -2, i, 2, -3, -5, -6, 2, -2, 0.2
> OC(COCC(F)(F)C(F)(F)C(F)(F)C(F)F)Cn1c2ccccc2c2ccccc21 (stereo not drawn)
    5, 3, i, -9, -3, -8, 4, -26, 3, 1.7
> COC(=O)c1cccc(-n2nnnc2SCC(=O)Nc2cc(C)on2)c1
    -14, 6, i, -4, -6, 0, -5, -1, 1, -1.5
> N#CCCN(C(=O)CSc1nc2ccccc2c(=O)[nH]1)c1ccc(F)cc1
    6, -3, i, -3, 0, -5, 4, 7, 2, -0.9
> CC(=O)c1cccc(NC(=O)CN2C(=O)NC(C)(c3ccc4c(c3)OCCCO4)C2=O)c1 (stereo not drawn)
    -16, -3, i, -3, 2, -5, 3, -3, 4, -0.7
> NCCCC[C@H]1CNC(=O)C(=O)N1CCc1cc(C(F)(F)F)cc(C(F)(F)F)c1
    11, 1, i, -4, 1, -3, 21, 1, -4, -6.4
> O=C(c1ccccc1)N1CCOC(O)(c2ccccc2)C1c1ccccc1 (stereo not drawn)
    7, -2, i, -1, 0, -2, -3, -3, 3, 0.7
> CCc1noc(C)c1C(=O)N(CCOC)c1c(N)n(CC(C)C)c(=O)[nH]c1=O
    1, -6, i, 1, -1, 0, 11, 0, 3, -2.0
> CCOC(=O)C1=NN(c2ccccc2)C2C(=O)N(c3ccccc3OC)C(=O)C12 (stereo not drawn)
    -2, 0, i, -4, 1, -11, 9, 2, -14, 1.1
> CC(=O)NCCCCCCNC(C)=O
    10, 5, i, -5, 3, -9, -13, -1, -4, -1.1
> CC(=Nc1ccc(C)cc1)c1sc2ccccc2c1O
    21, -265, i, -5, -1, 6, -54, -2, -18, 1.8
> COc1ccc(C2=Nn3c(nnc3-c3ccccc3Cl)SC2)cc1OCC1CC1
    20, 1, i, 12, 6, -5, 0, -13, -23, 6.0
> CCOC(=O)C1=C(N)n2c(s/c(=C/c3ccco3)c2=O)=C(C(=O)OC)C1c1ccco1 (stereo not drawn)
    9, 2, i, 31*, -1, 3, -29, 12, 4, -0.5

# Rewritten with tabs: entries from further up.
smiles	SKN-1 block	MT1-MMP act inh	Rpn11 inh	NadD block	STEP inh	Scp1 inh	NRP1-CendR mod	DNMT1 block	SUMO1-SIM PPI	LMPTP block
CCOc1ccc(-c2cc3cc(OC)c(OC)cc3c(C)n2)cc1	-3	6	i	-3	3	7	11	-1	0	6.2
COCCCNS(=O)(=O)c1cc2c3c(c1)C(C)C(=O)N3CCC2 (stereo not drawn)	-3	-2	i	2	-3	-5	-6	2	-2	0.2
OC(COCC(F)(F)C(F)(F)C(F)(F)C(F)F)Cn1c2ccccc2c2ccccc21 (stereo not drawn)	5	3	i	-9	-3	-8	4	-26	3	1.7
COC(=O)c1cccc(-n2nnnc2SCC(=O)Nc2cc(C)on2)c1	-14	6	i	-4	-6	0	-5	-1	1	-1.5

# Going on with the list:
# Each structure is followed by: SKN-1 block, MT1-MMP act inh, Rpn11 inh, NadD block, STEP inh, Scp1 inh, NRP1-CendR mod, DNMT1 block, SUMO1-SIM PPI, LMPTP block
> CNC(=O)NC(=O)C(c1ccccc1)N(C)CC1COc2ccccc2O1 (stereo not drawn)
    11, 2, i, -5, -1, -8, 0, -1, 2, -1.0
> Nc1nc(F)nc2c1ncn2[C@@H]1O[C@H](CO)[C@@H](O)[C@@H]1O
    2, -14, i, 4, 0, -12, 4, 3, 0, -1.8
> CC1(C)CC(=O)C(Sc2nnc(-c3ccc(NS(C)(=O)=O)cc3)n2Cc2ccco2)C(=O)C1
    6, -5, i, 6, -3, 0, -10, 0, 6, -2.0
> O=C(CSc1ccccc1)N1CCN(S(=O)(=O)c2ccccc2)CC1
    -8, -3, i, -3, -2, -5, -2, -3, 0, -0.2
> COc1cccc(OC)c1C(=O)N1CC(C)OC(C)C1 (stereo not drawn)
    -11, 3, i, 0, -3, 2, -9, 10, 4, -0.3
> O=C1/C(=C/c2ccccc2)Nc2ccccc21
    -1, -13, ., -4, -1, -6, 133, -7, -26, 0.2
> COc1ccc(/C=N/NC(=O)c2ccc3c(c2)OCO3)cc1
    -4, 2, i, -4, -1, -7, 1, 1, -4, -0.4
> CN(C)/C=C/C(=O)c1ccc([N+](=O)[O-])c(CS(=O)(=O)c2ccccc2)c1
    -20, 4, i, -5, -2, -12, -2, -2, -40, 0.3
> Cc1ccc(N(CC(=O)NC2CCCCC2)C(=O)c2ccc(C)s2)cc1
    12, -7, i, -1, 1, -5, 0, 0, -2, -2.8
> Cc1cc(C)c(OCC(=O)OCC(=O)NCC2CCCCC2)c(C)c1
    5, 3, i, -6, 3, -1, -3, 0, 6, -0.7
> Oc1ccc(Nc2ccnc3cc(Cl)ccc23)cc1
    -17, -10, i, -5, -1, -2, -11, 1, -16, 3.9
> Cc1cc(NC(=O)CN2CCC(C)CC2)no1
    6, 2, i, -8, -2, -14, -2, 0, 0, -0.6
> Cc1cc(C)nc(NC(=NCc2ccc3c(c2)OCO3)NC(=O)Nc2ccccc2)n1
    10, -3, i, 17, -4, 10, -4, -1, 0, 2.8
> CN(C)S(=O)(=O)c1ccc(C(=O)NCCSc2ccc(Br)cc2)cc1
    -8, -1, i, -4, -2, -5, -9, 3, -3, 1.1
> Cc1nc2ccc(S(=O)(=O)N(C)CC(=O)NC(C)c3ccccc3)cc2s1 (stereo not drawn)
    2, -6, i, -4, -1, -1, 8, -1, 0, -2.1
> Cc1cc(C)c(C(=O)/C=C/c2ccc(C(C)C)cc2)c(=O)[nH]1
    -3, -10, i, -1, -5, -8, 9, 10, 0, -0.1
> CCCc1nc2ccccc2n1C(C)C(=O)NC(C)(C)C (stereo not drawn)
    2, 1, ., ., ., ., -1, ., -2, -0.7
> O=C1c2cccnc2Oc2ccc(Cl)cc2N1Cc1ccc(F)cc1
    8, -1, i, -5, -3, -6, 6, -2, 4, 0.4
> O=S1(=O)C=CC(N2CCOCC2)C1 (stereo not drawn)
    -15, -4, i, -4, 2, -7, -8, 0, 3, -0.6
> CCCCN(C(=O)c1ccc(N2CCCC2=O)cc1)c1c(N)n(CCCC)c(=O)[nH]c1=O
    0, -2, i, -2, -2, -4, 3, 0, 3, -0.9
> COc1cccc2c1OC1(C)CC2NC(=O)N1c1cccc(C(=O)N2CCN(c3ccccn3)CC2)c1 (stereo not drawn)
    -13, 0, i, 2, -5, 0, 2, -4, 3, -0.2
> Cc1ccccc1C(=O)NNC(=O)c1ccc(Br)cc1
    -2, ., i, 1, -1, -1, 22, 21, 0, 0.5
> COc1ccc(N=C2NC(=O)/C(=C/C=C/c3ccccc3)S2)cc1
    3, 0, i, 27, -4, -4, 1, 16, 2, -1.6
> O=C(Cc1ccccc1)NCCS(=O)(=O)N1CCN(c2cccc(Cl)c2)CC1
    0, 2, i, -3, 0, 2, -6, 2, -1, 0.7
> Cc1ccc(-c2onc3ccc(Br)cc23)cc1
    26, -8, i, 0, -1, -8, -8, -4, -8, 1.2
> Cc1ccc(SCc2nc(-c3cccnc3)no2)cc1
    16, -4, i, 5, -1, 0, -3, -2, -2, 1.6
> Cc1ccc(C(=O)COC(=O)c2ccc3c(c2)C(=O)N(c2cccc4ncccc24)C3=O)cc1
    -3, -4, i, 4, 4, 4, -9, 10, -7, 40
> COc1ccc(CNC(=O)c2onc(C)c2Cl)cc1
    8, 3, i, 1, -4, -6, 4, -1, -1, -1.4
> CCOC(=O)C1=C(C)NC(=O)NC1c1ccccc1OCc1c(F)cccc1Cl (stereo not drawn)
    13, 2, i, 5, 1, 10, -6, 10, 2, 1.8
> CC(=O)Nc1ccc2nc(-c3cccn3C)[nH]c2c1
    -1, 3, i, -3, -4, -2, 2, -3, 4, -1.8
> CCCOc1ccc2oc(=O)c3c(c2c1)CCCN3C(=O)CN1CCN(c2ncccn2)CC1
    -7, 2, i, 9, 2, -7, 3, 0, -8, 1.1
> CCC(C)C(NC(=O)C(C)NC(=O)CNC(=O)OC(C)(C)C)C(N)=O (stereo not drawn)
    5, 5, i, -1, -2, 5, 2, 3, -2, 0.6

# Assay outcomes: PubChem, Sanford-Burnham Center for Chemical Genomics
